SR-BI uptake up: activators of SR-BI mediated HDL lipid uptake. CHO ldlA[mSR-BI] cells, DiI-HDL uptake fluorescence, 3 h; 100 = double the neutral-control signal. activation, % at 12.5 µM. 320,000 compounds, 0.096% hits. AID 504775;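 active = mean replicate activation of at least 60% and every replicate at or above 60%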;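 also: 0% = median plate neutral-control signal and 100% = twice that signal; values of inactives mirror those of a sister screen read the other way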
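Assay system: CHO ldlA[mSR-BI] cells, LDL receptor-null, SR-BI overexpressing; medium: Ham's F12 with 0.5% BSA, HEPES 25 mM, pH 7.4; also added: DiI-HDL 10 µg/mL; timing: 3 h uptake period with compound, 37 °C; signal: DiI fluorescence, bottom read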
PvdQ inh: P. aeruginosa PvdQ acylase inhibition. inhibition, % at 10 µM. AID 488965. 340,000 compounds, 0.063% hits. purified PvdQ acylase, fluorescence plate reader; in the data active = inhibition above about 30%, passing the limit was not always enough;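 also: 0% = vehicle neutral wells and 100% = reference inhibitor wells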
Wnt bcat act: activators of Wnt/beta-catenin signaling; Wnt/beta-catenin reporter cell assay, activator, plate reader; activation, % at 9.35 µM; 300,000 compounds, 1.2% hits; in the data active = activation above about 30%, passing the limit was not always enough;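 also: 0% = neutral control wells and 100% = positive control wells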
Rtt109 Vps75: blocks Candida albicans Rtt109/Vps75 acetyltransferase activity | Q5AAJ8 | purified Rtt109/Vps75, ThioGlo CoA-SH fluorescence, 4 h | inhibition, % at 34.9 µM | 330,000 compounds, 0.16% hits;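 active = inhibition of at least 50% in every replicate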
Target sequence (Q5AAJ8 whole entry, looked up): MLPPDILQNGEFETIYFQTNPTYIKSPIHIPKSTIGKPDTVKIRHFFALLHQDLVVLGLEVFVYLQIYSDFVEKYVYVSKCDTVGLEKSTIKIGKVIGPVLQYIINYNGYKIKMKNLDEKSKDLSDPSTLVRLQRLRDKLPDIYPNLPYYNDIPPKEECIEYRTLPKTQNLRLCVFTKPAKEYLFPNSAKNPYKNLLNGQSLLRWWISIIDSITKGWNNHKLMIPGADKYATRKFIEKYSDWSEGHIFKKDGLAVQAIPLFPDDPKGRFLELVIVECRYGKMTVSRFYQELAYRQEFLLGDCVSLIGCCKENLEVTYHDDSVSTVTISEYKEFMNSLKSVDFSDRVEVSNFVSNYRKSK
dFosB act: mouse delta FosB homodimer activation; purified delta FosB, TAMRA-CDK5 oligo fluorescence polarization; percent of positive-control signal above neutral wells; activation, % at 25 µM; 340,000 compounds, 0.99% hits; AID 493131;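 active = mean activation above about 17%, with every replicate also reaching it, limit read from the data, passing the limit was not always enough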;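 also: fluorescence polarization rise as delta FosB binds a TAMRA Cdk5 AP-1 oligo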
Target sequence (P13346 whole entry, looked up): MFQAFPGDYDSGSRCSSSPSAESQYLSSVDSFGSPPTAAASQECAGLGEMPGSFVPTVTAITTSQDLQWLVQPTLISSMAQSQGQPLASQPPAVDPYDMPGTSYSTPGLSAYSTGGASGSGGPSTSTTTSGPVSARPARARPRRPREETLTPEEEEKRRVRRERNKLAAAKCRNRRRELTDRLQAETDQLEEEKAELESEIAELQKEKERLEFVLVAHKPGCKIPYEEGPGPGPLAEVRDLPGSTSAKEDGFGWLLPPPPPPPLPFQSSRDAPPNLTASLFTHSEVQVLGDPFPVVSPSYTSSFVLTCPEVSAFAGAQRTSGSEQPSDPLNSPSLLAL
RTF Ca sens act: cardiac RTF calcium sensitization | IANBD-labeled TnC RTF fluorescence at EC20 calcium; 0% EC20 calcium, 100% full calcium | activation, % at 7.2 µM | 340,000 compounds, 0.24% hits | AID 493008;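 active = activation above the mean over all tested compounds plus 3 SD, cut at about 30% in these data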;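 also: rise in fluorescence read as greater calcium sensitivity of cardiac thin filaments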
CDK5 p35 inh: blocks human CDK5/p35 kinase activity | inhibition, % at 10 µM | AID 488839 | 330,000 compounds, 0.01% hits | Recombinant CDK5/p35, ADP-Glo luminescence, 60 min;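 active = highest replicate inhibition of at least 50% and at least 75% of replicates reaching 50%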;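 also: plate controls were DMSO neutral control for no effect and GW8510 at 10 µM for full effect; many of its hits are not listed in these tables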
SR-BI HDL uptake: inhibitors of mouse SR-BI mediated HDL lipid uptake; Q61009; ldlA[mSR-BI] CHO cells, DiI-HDL uptake fluorescence, 3 h; inhibition, % at 12.5 µM; 320,000 compounds, 0.96% hits;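 active = mean replicate inhibition of at least 70% and a set share of replicates each scoring 70 or more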;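 also: 0% = median of neutral control wells and 100% = median of positive control wells; values of inactives mirror those of a sister screen read the other way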
MITF TRPM1 HTS: MITF TRPM1 promoter activation in melanoma cells. SK-MEL-5 TRPM1-promoter luciferase, 24 h; % of positive control, neutral wells = 0. activation, % at 12.5 µM. 300,000 compounds, 0.75% hits. AID 588334;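 active = mean activation of at least 80% with every replicate also reaching 80%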;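 also: 0% = neutral control wells and 100% = parthenolide positive control wells; values of inactives mirror those of a sister screen read the other way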
HTR5A ag: counter-screen for OPRM1-OPRD1 agonists: human HTR5A agonism | HTR5A agonist assay, luminescence, cell-based | activation, % at 9.3 µM | P47898 | 340,000 compounds, 0.61% hits; in the data active = activation mostly above about 9.5%, no sharp cut-off; inactive = mostly below about 7.6%;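 also: 0% = cells with vehicle only and 100% = reference agonist; strong numbers were not always called active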
Target sequence (P47898 whole entry, looked up): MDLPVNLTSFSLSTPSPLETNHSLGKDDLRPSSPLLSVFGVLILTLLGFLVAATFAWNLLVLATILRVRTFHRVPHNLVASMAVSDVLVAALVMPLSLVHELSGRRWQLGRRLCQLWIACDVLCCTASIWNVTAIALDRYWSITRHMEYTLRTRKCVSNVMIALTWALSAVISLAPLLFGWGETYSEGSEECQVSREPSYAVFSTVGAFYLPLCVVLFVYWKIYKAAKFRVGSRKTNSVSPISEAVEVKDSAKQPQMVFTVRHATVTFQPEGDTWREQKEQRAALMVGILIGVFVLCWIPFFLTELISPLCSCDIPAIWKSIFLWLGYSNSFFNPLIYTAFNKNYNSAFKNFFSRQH
Active calls of the source: *; / = not tested or not shown.

SMILES	SR-BI uptake up	PvdQ inh	Wnt bcat act	Rtt109 Vps75	dFosB act	RTF Ca sens act	CDK5 p35 inh	SR-BI HDL uptake	MITF TRPM1 HTS	HTR5A ag
CCc1ccc(N(CC(=O)N2CCOCC2)S(C)(=O)=O)cc1	/	-9.3	-0.6	-14.8	2.6	-0.3	-0.7	/	8.0	-1.7
CCOC(=O)[C@H]1[C@H]2COc3ccccc3[C@@H]2N2C(=O)c3ccc(Cl)cc3NC(=O)[C@@]12C	-13.9	-20.9	0.6	-2.6	5.3	-2.6	-6.6	13.9	-3.4	1.2
C=COCCNC(=S)N1CCOCCOCCN(C(=S)NCCOC=C)CCOCCOCC1	21.8	9.8	0.2	15.9	-1.4	6.3	1.1	-21.8	4.0	9.5
COc1cc(C(C)=O)ccc1OCC(=O)OC(C)C(=O)c1ccc(F)cc1 (configuration not stated)	-0.2	-3.0	11.1	3.1	-4.5	-1.9	1.6	0.2	-8.0	-6.6
C/C(N)=C(/C#N)C(=O)CSc1nnc(Nc2ccccc2C)s1	-0.3	-22.9	/	3.2	-3.0	5.0	-0.3	0.3	3.4	-2.7
O=C1C=C(c2cccc(Br)c2)C[C@@H](c2ccc(Cl)cc2)C1	-13.6	14.2	-2.9	-5.4	1.0	1.4	0.3	13.6	5.9	5.2
C=CCCCN(Cc1ccccc1)S(=O)(=O)c1ccccc1Br	-13.8	-25.0	-1.2	-0.5	1.1	7.1	-2.7	13.8	2.0	0.1
COc1ccc(OCC(O)Cn2c(=N)n(CCN3CCOCC3)c3ccccc32)cc1 (configuration not stated)	-4.4	3.8	-6.1	-5.0	1.1	0.5	0.2	4.4	8.4	/
C=CCOc1ccc(/C=N/N2C(=O)C(CC(=O)Nc3ccc(F)cc3F)SC2=NC)cc1 (configuration not stated)	-26.1	-2.5	-17.2	0.0	10.2	2.4	-0.8	26.1	6.4	2.6
CC1(C)CC(=O)C2=C(C1)OC(N)=C(C#N)C2c1ccsc1 (configuration not stated)	-6.0	-8.0	/	5.0	6.5	10.6	-0.6	6.0	/	-1.6
COc1cccc(NC(=O)N2CCCC(C(=O)Nc3ccccc3OC)C2)c1 (configuration not stated)	-14.9	0.9	/	/	2.4	-1.7	-1.1	14.9	/	0.6
CCOC(CCNC(=O)CCC(=O)Nc1ccc2nc(N3CCN(C)CC3)cc(C)c2c1)OCC	9.4	14.8	-1.2	-4.2	-4.8	-6.2	0.3	-9.4	10.7	-3.6
O=C(COC(=O)CNC(=O)c1cccc(Br)c1)Nc1nnc(-c2ccccc2)o1	17.3	-12.0	-4.0	-4.8	-4.2	-1.4	1.0	-17.3	-6.2	7.2
CC(NC(=O)c1ccccc1Cl)C(=O)NCc1cccs1 (configuration not stated)	-3.0	-3.4	-2.7	-10.1	0.7	-0.8	-2.3	3.0	1.1	-0.8
Cc1cc(NC(=O)CCC(=O)N(CC(=O)NCC2CCCO2)Cc2ccc(F)cc2)no1 (configuration not stated)	-15.0	3.9	/	-3.4	0.7	2.2	-1.3	15.0	/	1.6
CCCCC(=O)Nc1ccc(N2CCN(c3ccc(F)cc3)CC2)cc1	12.3	-19.7	-3.1	-6.5	3.5	0.7	-1.2	-12.3	-0.9	-3.6
Cc1cccc(C)c1NC(=O)NC1(C(=O)NCc2ccncc2)CCCCC1	/	2.4	-0.4	-5.6	-4.1	2.4	0.5	/	3.8	-0.1
O=C(CSc1nc2cc(Cl)ccc2c(=O)n1Cc1ccco1)Nc1ccc(S(=O)(=O)N2CCOCC2)cc1	-0.4	1.0	-0.6	-3.7	2.3	5.0	4.7	0.4	4.3	1.9
NC(Cc1c[nH]c2ccccc12)C(=O)NCc1ccccc1 (configuration not stated)	9.7	-9.8	0.1	9.6	-5.3	-1.6	-0.2	-9.7	5.2	-1.9
O=C(C1CC(=O)N(C2CCCCC2)C1)N1CCN(c2cccc(C(F)(F)F)c2)CC1 (configuration not stated)	6.2	-6.8	2.0	-4.6	-0.3	-5.1	-0.3	-6.2	-10.9	-0.1
C[C@H](NC(=O)C1CC(=O)N(c2ccc3c(c2)OCO3)C1)C(=O)NC1CCCCC1 (some centres not stated)	11.2	-4.3	1.7	8.2	7.8	-4.7	-0.8	-11.2	-8.2	1.3
Cc1cc(C)c(C#N)c(SCc2nnc(-c3ccccc3)o2)n1	/	-1.3	-11.2	-1.2	-4.0	15.5	-7.3	/	-75.6	3.9
O=C(Nc1cc(Cl)ccc1F)C1=COCCO1	7.9	-5.7	4.7	-5.1	5.1	1.5	0.8	-7.9	30.6	4.3
Cc1oc(-c2ccc(-c3ccccc3)cc2)nc1CN1CCN(CC(=O)N(C)C)CC1	9.3	-16.0	2.2	-3.1	-13.7	3.2	-0.3	-9.3	25.4	6.1
CN1CCN(C(=O)c2cc(=O)c3cc(Cl)cc(Cl)c3o2)CC1	3.1	-8.6	-0.7	/	9.0	5.9	-0.7	-3.1	-10.8	3.4

The list goes on; the last 5 above are carried over.
SMILES	SR-BI uptake up	PvdQ inh	Wnt bcat act	Rtt109 Vps75	dFosB act	RTF Ca sens act	CDK5 p35 inh	SR-BI HDL uptake	MITF TRPM1 HTS	HTR5A ag
C[C@H](NC(=O)C1CC(=O)N(c2ccc3c(c2)OCO3)C1)C(=O)NC1CCCCC1 (some centres not stated)	11.2	-4.3	1.7	8.2	7.8	-4.7	-0.8	-11.2	-8.2	1.3
Cc1cc(C)c(C#N)c(SCc2nnc(-c3ccccc3)o2)n1	/	-1.3	-11.2	-1.2	-4.0	15.5	-7.3	/	-75.6	3.9
O=C(Nc1cc(Cl)ccc1F)C1=COCCO1	7.9	-5.7	4.7	-5.1	5.1	1.5	0.8	-7.9	30.6	4.3
Cc1oc(-c2ccc(-c3ccccc3)cc2)nc1CN1CCN(CC(=O)N(C)C)CC1	9.3	-16.0	2.2	-3.1	-13.7	3.2	-0.3	-9.3	25.4	6.1
CN1CCN(C(=O)c2cc(=O)c3cc(Cl)cc(Cl)c3o2)CC1	3.1	-8.6	-0.7	/	9.0	5.9	-0.7	-3.1	-10.8	3.4
CC12CCC(=O)N1C(C(=O)NCCN1C(=O)S/C(=C\c3ccc(F)cc3)C1=O)CS2 (configuration not stated)	0.0	-12.9	-1.9	-5.3	-12.7	1.6	1.0	0.0	7.3	5.8
C[C@@H]1CCC[C@@]2(O[C@H](CCO)C[C@H](O)[C@H]2O)O1	8.0	1.9	-3.9	-5.3	-10.4	-5.4	0.9	-8.0	26.6	2.7
CC(=O)c1ccc(NC(=O)COC(=O)CC2CC3CCC2C3)cc1 (configuration not stated)	15.0	-1.9	-1.8	-5.9	-6.4	-1.8	-4.9	-15.0	5.0	2.6
CC(C)C(NC(=O)OCc1ccccc1)C(=O)NCc1ccc(C(=O)O)cc1 (configuration not stated)	46.1	-14.6	-0.5	2.0	5.0	6.9	-0.7	-46.1	-6.2	-5.4
CC1(C)C2([N+](=O)[O-])CN(CCO)CC1([N+](=O)[O-])CN(CCO)C2	-17.0	16.6	/	21.0	-0.3	-2.4	6.2	17.0	-2.8	0.8
CCN(C(=O)CSc1nc2ccccc2n1CCc1ccccc1)C1CCS(=O)(=O)C1 (configuration not stated)	-6.3	3.1	/	-14.6	-15.3	-2.2	-0.1	6.3	-1.4	-1.2
CC(Oc1ccc(-c2nnco2)cc1)C(=O)N1CCOCC1 (configuration not stated)	-10.5	-4.8	1.1	-2.3	-2.8	-1.7	1.7	10.5	3.3	4.4
CC1Cn2c(nnc2-c2cc3ccccc3cc2O)S1 (configuration not stated)	-0.3	-0.4	-0.8	0.7	-4.0	-1.3	-1.5	0.3	-6.3	-0.3
Cc1nnc(N2CCN(Cc3ccccc3)CC2)[nH]c1=O	-0.6	-2.6	/	-9.0	2.1	-4.1	-0.4	0.6	2.2	-3.2
COc1ccc(-n2cnc3cc(NCc4ccco4)ccc32)cc1	7.2	-16.3	14.7	6.9	-0.5	2.6	-0.8	-7.2	77.9	4.3
CCOc1ccc(C(=O)Nc2nnc(C)s2)cc1OCC	-61.1	-4.0	3.8	10.0	-18.5	4.9	1.4	61.1	3.6	-4.8
Cc1csc(NC(=O)Cc2c[nH]c3ccccc23)n1	2.9	5.2	/	-1.5	-0.8	-0.7	-0.9	-2.9	92.9*	-5.2
COc1cccc(C(=O)/C=C/Nc2ccc(S(=O)(=O)Nc3cccc(C(C)=O)c3)cc2)c1	-52.3	3.9	/	-6.6	-3.5	3.0	0.1	52.3	/	-1.5
Oc1cc(Cl)cc(Cl)c1Cl	-1.9	-1.9	2.2	2.7	9.0	-2.0	-0.2	1.9	0.8	0.9
COc1ccc(OC)c(N(CC(=O)Nc2cccnc2)S(=O)(=O)c2ccccc2)c1	4.6	-21.3	/	-3.2	-2.4	5.4	-1.0	-4.6	/	-2.2
O=c1[nH]nc(-c2ccc([N+](=O)[O-])o2)c(=O)[nH]1	7.3	-5.1	-8.6	5.8	-1.0	6.4	0.3	-7.3	-2.5	-0.6
O=C1CCC(C(=O)OCC(=O)c2c[nH]c3ccccc23)=NN1	16.4	-2.4	-7.3	7.2	-3.9	9.9	-0.6	-16.4	-11.9	3.1
NC(=O)c1ccccc1NC(=O)c1ccccc1F	-12.5	18.2	1.6	-6.7	6.4	-4.6	-1.8	12.5	15.1	0.7
COC(=O)C1C(=O)/C(=C/N(C)C)C(=O)CC1(C)C (configuration not stated)	0.3	3.8	-2.1	4.7	1.7	2.9	0.4	-0.3	16.2	0.7
CCCc1cc2c(cc1NC(=O)c1ccccc1C)OCO2	-15.4	14.2	0.3	-11.7	-1.1	-8.5	-0.4	15.4	0.3	-6.3
CCn1c(=O)cc(SCC(=O)N2CCN(c3ccccn3)CC2)c2ccccc21	-6.4	-11.9	/	-11.7	-12.3	2.1	-0.1	6.4	2.7	-0.2
O=S(=O)(NCC(c1ccccc1)N1CCC(O)CC1)c1ccc(Cl)cc1 (configuration not stated)	22.4	-5.9	-3.0	-7.9	-5.0	-3.7	-0.5	-22.4	-6.3	-1.9
Cc1ccc(-c2ccc(=O)n(CCC(=O)N3CCN(c4ccccc4)CC3)n2)cc1	-1.6	2.9	1.4	-7.2	-1.3	-6.4	1.0	1.6	-17.9	5.5
Cc1cc2cc(C(c3nnnn3C3CCCC3)N(Cc3cccnc3)Cc3ccco3)c(=O)[nH]c2cc1C (configuration not stated)	12.7	-9.0	/	-3.2	-0.1	3.5	-1.9	-12.7	-9.0	7.6
CCCC(C)C(=O)Nc1ccc(NC(C)=O)cc1 (configuration not stated)	7.0	-12.1	/	-0.8	5.9	-2.2	0.0	-7.0	-5.5	-1.5
Cc1cccc(-c2cc(C(=O)N/N=C/c3cccnc3)c3ccccc3n2)c1	-48.3	5.0	4.4	-2.8	-16.3	1.6	-0.4	48.3	/	-3.6
Cc1ccc(C)c(-n2c(-c3csc(C)c3C)n[nH]c2=S)c1	-3.6	-9.3	/	6.9	-13.3	3.6	0.0	3.6	3.5	1.5
CN1C(=O)/C(=C/c2ccc(OCc3ccccc3F)cc2)N(C)C1=S	-11.5	4.1	-2.4	-2.9	-1.9	-6.9	1.5	11.5	18.1	0.3

Bioassay records: PubChem, several laboratories
